# WRN inhibitor = blocks human WRN helicase; Q14191; hit rate 0.46% among 360,000; Potency, µM (top dose mostly 114 µM), without a hit: top-dose activity change, negative = inhibition, hits mostly inhibitors; AID 651768; WRN helicase unwinding, fluorescent forked duplex, kinetic; also: potency is read from the fitted curve at half-maximal effect; % is scaled to controls: 0 for no effect and ±100 for the full control effect; nearly all actives have a fitted effect of over 55% in size
#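 Screening of the MLSMR collection measured strand separation of a quenched forked DNA duplex (100 nM) by 20 nM WRN with 2 mM ATP, all final. Compounds were preincubated with enzyme 15 min at room temperature.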
# PLK1 PBD inh = PLK1 (human) polo-box domain binding inhibition; Plk1 PBD binding of FITC phosphopeptide, fluorescence polarization; hit rate 2.8% among 360,000; Potency, µM, for inactives: max response, negative = inhibition, hits mostly inhibitors; P53350; also: potency is read from the fitted curve at half-maximal effect; series mostly up to about 57 µM; % is scaled to controls: 0 for no effect and ±100 for the full control effect; nearly all actives have a fitted effect of over 65% in size
# Target sequence (P53350 whole entry, looked up, the tested form may be a part): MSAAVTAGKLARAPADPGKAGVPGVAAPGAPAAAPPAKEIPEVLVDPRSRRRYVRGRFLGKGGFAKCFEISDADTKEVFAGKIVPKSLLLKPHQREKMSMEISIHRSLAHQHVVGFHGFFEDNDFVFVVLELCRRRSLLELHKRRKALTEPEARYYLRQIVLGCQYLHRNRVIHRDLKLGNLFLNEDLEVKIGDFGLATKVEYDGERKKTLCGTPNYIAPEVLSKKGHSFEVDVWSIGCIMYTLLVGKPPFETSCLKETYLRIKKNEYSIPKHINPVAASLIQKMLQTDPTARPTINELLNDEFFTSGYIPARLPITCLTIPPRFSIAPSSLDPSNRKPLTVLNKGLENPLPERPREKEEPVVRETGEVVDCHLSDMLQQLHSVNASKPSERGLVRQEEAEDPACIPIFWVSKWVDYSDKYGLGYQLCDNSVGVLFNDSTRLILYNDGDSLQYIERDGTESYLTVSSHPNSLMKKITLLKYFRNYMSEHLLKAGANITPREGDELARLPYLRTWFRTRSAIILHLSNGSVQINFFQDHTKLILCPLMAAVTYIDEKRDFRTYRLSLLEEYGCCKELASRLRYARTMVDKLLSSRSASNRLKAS
# EPAC1 agonist = agonists of human EPAC1; O95398; EPAC1 agonist qHTS, biochemical assay; response scale: 100% = response to 6.5 mM cAMP; Potency, µM (series often up to 154 µM), without a hit: at the top dose activation, hits mostly activators; hit rate 0.073% among 360,000; also: potency is read from the fitted curve at half-maximal effect; nearly all actives have a fitted effect of over 60% in size
#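 Fluorescent GDP-exchange assay: 100 nM EPAC1 with 250 nM Rap1B preloaded with BODIPY-GDP and 50 uM GDP; compounds tested as concentration series, 5 min at room temperature, then read every 5 min for 30 min (ex 480/em 540 nm); normalized to 6.5 mM cAMP.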
# Abeta yeast res = restores growth of yeast expressing A-beta42 peptide. yeast expressing A-beta42, growth rescue, OD600, 48 h; response scale: 0% DMSO, 100% iron-clioquinol control. Potency, µM (titrated, usually from 46.1 µM), without a hit: at the highest dose growth rescue, actives largely listed as activators. hit rate 0.063% among 410,000. AID 1347071; also: potency is read from the fitted curve at half-maximal effect; nearly all actives have a fitted effect of over 55% in size
#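 Growth rescue measured by 600 nm absorbance after 48 h yeast culture at 30 C with compound. Values normalized between DMSO and an equimolar ferric chloride plus clioquinol control.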
# EPAC1 antagonist = EPAC1 (human) antagonism; EPAC1 GEF assay, Rap1b-BODIPY-GDP exchange fluorescence; Potency, µM (top dose mostly 115 µM), without a hit: at the highest dose activity change, negative = inhibition, actives largely listed as inhibitors; hit rate 0.14% among 360,000;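 also: potency is read from the fitted curve at half-maximal effect; plate controls were vehicle for no effect and positive control for full effect; nearly all actives have a fitted effect of over 50% in size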
# PI5P4K alpha inh = blocks human PI5P4K alpha kinase activity; P48426; PI5P4Kalpha enzyme, ADP-Glo luminescence, 60 min; hits give low values; max response, %; hit rate 1.2% among 330,000; AID 652105; active = max response of -50% or lower; inconclusive = between -30% and -50%; inactive = -30% or higher; also: value at the top dose of about 77 µM; % is scaled to controls: 0 for no effect and ±100 for the full control effect
# Target sequence (P48426 whole entry, looked up): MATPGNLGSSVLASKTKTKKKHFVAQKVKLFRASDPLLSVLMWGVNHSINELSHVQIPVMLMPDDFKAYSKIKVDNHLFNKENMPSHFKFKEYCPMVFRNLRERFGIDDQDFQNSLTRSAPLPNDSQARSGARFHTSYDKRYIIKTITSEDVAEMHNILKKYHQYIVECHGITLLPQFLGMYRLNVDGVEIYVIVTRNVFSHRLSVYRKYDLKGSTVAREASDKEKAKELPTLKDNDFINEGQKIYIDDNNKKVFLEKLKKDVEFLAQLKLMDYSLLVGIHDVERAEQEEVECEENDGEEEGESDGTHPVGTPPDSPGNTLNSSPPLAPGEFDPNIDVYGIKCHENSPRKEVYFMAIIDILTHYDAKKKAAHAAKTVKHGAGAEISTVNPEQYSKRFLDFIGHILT
#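 Controls without substrate or without enzyme flank wells where PI5P4Kalpha converts substrate using 5 microM ATP (final). Incubation lasts 60 minutes at room temperature; ADP formed is read by ADP-Glo luminescence.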
# IL-2 act = IL-2 activation; IL-2 activation reporter assay, cell-based qHTS; stimulated with anti-CD3/CD4/CD28 beads; in transgenic mouse T cells; AID 652025; hit rate 0.065% among 360,000; activation, % (series mostly up to about 46 µM); in the data active = activation above about 50%; inconclusive = mostly about 30% to 49%; also: 0% is about no effect
#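 Readout is EGFP and DsRed signal by fluorescent plate cytometry after 18 h at 37 degrees C. Transgenic mouse T cells (750/well) received compound for 60 min before bead stimulation (anti-CD3, anti-CD4, anti-CD28); memory T cells served as non-tolerant control.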
# FUS suppressor = rescues growth of FUS-expressing yeast. S. cerevisiae FUS-expressing, growth rescue, OD600, 24 h. Potency, µM (series often up to 76.6 µM), without a hit: at the top dose growth rescue (activation), usual class: activators. hit rate 0.24% among 390,000. AID 1347120;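 also: potency is read from the fitted curve at half-maximal effect; plate controls were DMSO vehicle for no effect and reference control for full effect; nearly all actives have a fitted effect of over 55% in size; some results filed as inactive show a strong effect at the top dose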
#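 Absorbance at 600 nm, taken 24hr after compound addition, measured rescue of FUS-yeast growth at 30C. Induction used 2% galactose with seeding at OD 0.005. Controls: CP55940 from 92uM final, DMSO only.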
# Numbers without * were called inactive; ? = inconclusive; / = no result given; & = joins results of further samples; [ ] = dose if it differs, or a comment. Unless noted, calls follow the shape of the dose curve; as a rule, active = well fitted curve in the direction sought with a large enough effect; inconclusive = small, poorly fitted or top-dose-only effect, or another doubt; inactive = no such curve, though single readings can be large; an effect the other way counts as inactive or inconclusive.
No.	SMILES	WRN inhibitor	PLK1 PBD inh	EPAC1 agonist	Abeta yeast res	EPAC1 antagonist	PI5P4K alpha inh	IL-2 act	FUS suppressor
1	COc1cc(C2Nc3c(F)cccc3C3C=CCC32)cc(Br)c1OC (stereo not drawn)	-1%	-10%	11%	-1%	1%	1	0.9	21%
2	O=c1oc2ccc3ccccc3c2cc1-c1nnc(-c2ccccc2)o1	-18%	3%	9%	-17%	-9%	1	2.1	2%
3	CC(Cc1ccccc1)=NNS(=O)(=O)c1ccc([N+](=O)[O-])cc1	-9%	-7%	-1%	?	13%	0	2.1	2%
4	COc1ccc(NC(=O)CSc2nnc3n2CCCCC3)cc1S(=O)(=O)N(C)C	-4%	-11%	9%	-3%	-3%	-3	-2.7	-19%
5	O=C(OCC(=O)N1CCCC1)c1cccs1	1%	1%	-2%	2%	4%	-4	-0.4	5%
6	COC(=O)c1c(NC(=O)C2(C)Cc3ccccc3C(=O)O2)sc2c1CCCC2 (stereo not drawn)	-19%	?	12%	2%	-10%	/	0.3	4µM*
7	CCOc1ccc(S(=O)(=O)N(CC(=O)O)c2ccc(C)cc2)cc1	-1%	-1%	4%	15%	2%	/	4.7	11%
8	Cc1ccc(S(=O)(=O)NN2C(=O)c3ccccc3NC2c2ccccc2)cc1 (stereo not drawn)	-1%	-2%	8%	-5%	4%	-1	-2.1	-20%
9	CCOC(=O)N1CCN(c2cc(=O)n(C3CCCCC3)c(=O)[nH]2)CC1	7%	-3%	-2%	18%	8%	-1	1.1	-16%
10	O=C(Cn1c(-c2cscn2)nc2ccccc21)Nc1ccc(Cl)cc1	0%	-5%	-3%	15%	-3%	7	0.9	15%
11	NC(=O)c1ccccc1NS(=O)(=O)Cc1ccc(Cl)cc1	7%	0%	0%	23%	10%	/	-1.7	8%
12	CCOc1ccc(C2Nc3cccc4cccc(c34)N2)cc1OC	-10%	-20%	8%	-16%	9%	0	0.2	26%
13	Cc1nn(C(C)C(=O)NCCCN2CCCCCC2)c(=O)c2c1sc1ccccc12 (stereo not drawn)	-9%	27µM*	-5%	-8%	-7%	-3	-4.7	19%
14	CC1CN(CCOc2ccc(F)cc2)CC(C)O1 (stereo not drawn)	11%	1%	4%	-13%	15%	7	2.0	-23%
15	COc1cccc(S(=O)(=O)Nc2ccc3c(c2)[C@@H]2C[C@@H](CC(=O)NCc4ccc(Cl)cc4)O[C@@H](CO)[C@@H]2O3)c1	-16%	-4%	-6%	-15%	-19%	6	-0.7	?
16	CCCOc1ccc(N2C(=O)CC(NCc3cccs3)C2=O)cc1 (stereo not drawn)	-29%	-3%	4%	-4%[9.22 µM]	-4%	5	25	-41%
17	Oc1ccccc1-c1cc(-c2cccc(F)c2)n[nH]1	-13%	-4%	14%	-26%	-18%	4	-0.1	13%
18	COC(=O)C(C)Sc1nc2ccsc2c(=O)n1Cc1ccccc1 (stereo not drawn)	0%	-8%	8%	-10%	-19%	13	1.3	29%
19	CC1(C)CC(C2N3CC4(C)CN2CC(C)(C3)C4=O)CCO1 (stereo not drawn)	1%	-1%	-2%	-17%	2%	/	-0.4	25%
20	O=C(Nc1ccc(N2CCOCC2)cc1N1CCOCC1)c1cccs1	-3%	5%	8%	10%	-2%	/	-1.0	12%
21	O=C(NC1CCCCCC1)c1cccnc1Sc1ccccc1	-1%	-7%	-8%	-1%	-14%	1	-0.3	/
22	Cc1cccc(COc2ccccc2/C=N/Nc2ccc([N+](=O)[O-])cc2)c1	-3%	12%	4%	21%	13%	-7	0.1	/
23	COc1ccc(NC(=O)CN2C(=O)NC(C)(c3ccccc3)C2=O)cc1Cl (stereo not drawn)	-16%	-3%	4%	-3%	-18%	1	1.1	21%
24	Cc1sc2nc3n(c(=O)c2c1C)NC(=O)CC3	1%	-7%	-2%	9%	-8%	-10	0.0	0%
25	O=C(O)c1cccc(-c2ccc(/C=N/Nc3nn[nH]n3)o2)c1	-19%	-18%	4%	-16%	-17%	?	-0.2	33%
26	CC(C)(C)n1nnnc1C(c1cccnc1)N1CCN(C(=O)c2ccco2)CC1 (stereo not drawn)	-2%	-8%	7%	-8%	12%	/	0.6	-2%
27	CCc1ccc(N=CC2=C(O)CC(c3ccco3)CC2=O)cc1 (stereo not drawn)	-21%[57.1 µM]	-5%	-13%	-8%	11%	1	0.3	-14%
28	COc1cc(OC)cc(C(=O)N2CCN(C(=O)COc3ccc4ccccc4c3)CC2)c1	-7%[57.1 µM]	-6%	5%	17%	-6%	/	-2.4	30%
29	CCNC(=O)C(=O)NCC(c1cccs1)S(=O)(=O)c1ccc(C)cc1 (stereo not drawn)	9%	-15%	4%	12%	-20%	5	1.9	-2%
30	COCCN(Cc1ccccc1)C(=O)c1ccc2c(c1)NC(=O)CS2	6%	2%	-1%	-2%	-14%	0	2.4	-6%

# (list continues)
No.	SMILES	WRN inhibitor	PLK1 PBD inh	EPAC1 agonist	Abeta yeast res	EPAC1 antagonist	PI5P4K alpha inh	IL-2 act	FUS suppressor
31	COc1ccc(S(=O)(=O)N(Cc2ccc(OC)c(OC)c2)Cc2ccco2)cc1	-8%	1%	1%	-9%	-2%	-3	-0.5	20%
32	CC(=O)c1cccc(NC(=O)CN(C)Cc2ccc(OC(F)F)cc2)c1	-3%	-11%	5%	-10%	?	3	-3.8	23%
33	CC(O)/C=C/c1cccc[n+]1C (stereo not drawn)	-1%	-10%	12%	-16%	5%	/	-0.2	-13%
34	CC(=O)c1cccc(NC(=O)CN(c2ccc(F)cc2)S(C)(=O)=O)c1	1%	-4%	4%	-12%	0%	-4	-0.4	-13%
35	COc1ccc(C(=O)OCC(=O)c2ccc(S(=O)(=O)N3CCCCC3)cc2)c(OC)c1	-7%	-10%	8%	20%	-12%	2	-0.6	35%
36	Cc1ccc2[nH]c(C)c(CCNC(=O)c3cc4cc([N+](=O)[O-])ccc4oc3=O)c2c1	-24%	-2%	3%	0%	2%	-14	0.0	/
37	CCN(CC)S(=O)(=O)c1ccc(C(=O)Nc2cc(S(=O)(=O)N3CCOCC3)ccc2N2CCN(C)CC2)cc1	6%	-3%	-5%	7%	24%	1	0.0	27%
38	CC(NC(=O)CSc1nnc(-c2cccc(S(=O)(=O)N3CCCCC3)c2)o1)C12CC3CC(CC(C3)C1)C2 (stereo not drawn)	-8%	7%&-3%	-1%	26%	4%	14	-0.2	22%
39	COc1ccc(S(=O)(=O)N2CCOCC2)cc1NS(=O)(=O)/C=C/c1ccccc1	-27%	-10%	8%	2%	-23%	0	-1.1	6%
40	NC(=O)c1c(NC(=O)C2CCCO2)sc2c1CCCC2 (stereo not drawn)	?	11µM*	-8%	23%	1%	?	0.2	/
41	COc1ccccc1NC(=O)CCN1C(=O)C2CC=CCC2C1=O (stereo not drawn)	0%	-10%	11%	-2%	-16%	-1	-1.8	8%
42	O=C(CCc1ccccc1)N/N=C\c1cc2c(cc1Br)OCO2	-23%	0%	-11%	-1%	8%	-2	-5.7	-10%
43	CCOc1ccc(NC(=O)c2c[nH]n3c(=O)cc(C4CCN(C(=O)OC(C)(C)C)CC4)nc23)cc1	-6%	?	3%	0%	5%	-3	-0.6	0%
44	CCN1CCN(CCc2nc3cc([N+](=O)[O-])ccc3n2C)CC1	17%	-6%	-12%	-17%	0%	4	-2.1	-1%
45	COCCCNS(=O)(=O)c1ccc2c(c1)CCN2C(C)=O	2%	?	3%	16%	-10%	-9	0.9	-2%
46	COc1ccc(/C=N/N=C2/NC(=O)C(CC(=O)O)S2)cc1OCc1ccc(Cl)cc1 (stereo not drawn)	-17%	-21%	7%	17%	9%	?	0.6	0%
47	COCCNC(=S)N(CCCN(C)C)Cc1cc2cc3c(cc2[nH]c1=O)OCCO3	0%	-4%	10%	-6%	-17%	-1	2.4	-5%
48	Cc1ccc(S(=O)(=O)CCC(=O)NC2CCCCC2)cc1	11%	-15%	2%	-12%	15%	-1	-0.2	9%
49	O=C(CSc1ccc(Cl)cc1)NC1CC1	11%	2%	-4%	-3%	13%	3	-0.3	-16%
50	FC(F)(F)c1cccc(NC(=S)NCC2COc3ccccc3O2)c1 (stereo not drawn)	-12%	-5%	-10%	-25%	-25%	11	0.4	-14%
51	CC1=C(C(=O)N(C)C)CC(CC(=O)NCC2CCCCC2)C(=O)N1Cc1ccc(F)cc1 (stereo not drawn)	-5%	-10%	3%	0%	-2%	-3	-0.1	-2%

# 11 entries from above, arranged by SMILES length, largest number first:
No.	SMILES	WRN inhibitor	PLK1 PBD inh	EPAC1 agonist	Abeta yeast res	EPAC1 antagonist	PI5P4K alpha inh	IL-2 act	FUS suppressor
36	Cc1ccc2[nH]c(C)c(CCNC(=O)c3cc4cc([N+](=O)[O-])ccc4oc3=O)c2c1	-24%	-2%	3%	0%	2%	-14	0.0	/
35	COc1ccc(C(=O)OCC(=O)c2ccc(S(=O)(=O)N3CCCCC3)cc2)c(OC)c1	-7%	-10%	8%	20%	-12%	2	-0.6	35%
46	COc1ccc(/C=N/N=C2/NC(=O)C(CC(=O)O)S2)cc1OCc1ccc(Cl)cc1 (stereo not drawn)	-17%	-21%	7%	17%	9%	?	0.6	0%
39	COc1ccc(S(=O)(=O)N2CCOCC2)cc1NS(=O)(=O)/C=C/c1ccccc1	-27%	-10%	8%	2%	-23%	0	-1.1	6%
31	COc1ccc(S(=O)(=O)N(Cc2ccc(OC)c(OC)c2)Cc2ccco2)cc1	-8%	1%	1%	-9%	-2%	-3	-0.5	20%
32	CC(=O)c1cccc(NC(=O)CN(C)Cc2ccc(OC(F)F)cc2)c1	-3%	-11%	5%	-10%	?	3	-3.8	23%
44	CCN1CCN(CCc2nc3cc([N+](=O)[O-])ccc3n2C)CC1	17%	-6%	-12%	-17%	0%	4	-2.1	-1%
50	FC(F)(F)c1cccc(NC(=S)NCC2COc3ccccc3O2)c1 (stereo not drawn)	-12%	-5%	-10%	-25%	-25%	11	0.4	-14%
41	COc1ccccc1NC(=O)CCN1C(=O)C2CC=CCC2C1=O (stereo not drawn)	0%	-10%	11%	-2%	-16%	-1	-1.8	8%
48	Cc1ccc(S(=O)(=O)CCC(=O)NC2CCCCC2)cc1	11%	-15%	2%	-12%	15%	-1	-0.2	9%
40	NC(=O)c1c(NC(=O)C2CCCO2)sc2c1CCCC2 (stereo not drawn)	?	11µM*	-8%	23%	1%	?	0.2	/

# Source: PubChem BioAssay
